High-throughput results: PubChem, Broad Institute
SIRT5 block: sirtuin-5 (human) deacylase inhibition. Purified SirT5, succinyl-peptide AMC, trypsin-coupled fluorescence. inhibition, % at 15 µM. 330,000 compounds, 1.1% hits; in the data active means inhibition above about 15%; inconclusive means no clear call, values can overlap the other calls
Target sequence (Q9NXA8 whole entry, looked up): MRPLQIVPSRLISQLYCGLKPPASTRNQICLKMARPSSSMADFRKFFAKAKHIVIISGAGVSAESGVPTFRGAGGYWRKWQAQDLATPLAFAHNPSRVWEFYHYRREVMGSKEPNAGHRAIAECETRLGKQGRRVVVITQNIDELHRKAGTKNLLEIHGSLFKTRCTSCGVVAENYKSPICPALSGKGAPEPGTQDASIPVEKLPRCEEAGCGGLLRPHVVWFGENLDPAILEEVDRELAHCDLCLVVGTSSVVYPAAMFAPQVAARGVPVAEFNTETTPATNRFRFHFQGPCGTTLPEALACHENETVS
Cneo AK release: causes C. neoformans cell lysis | lysis activity, % at 15 µM | 360,000 compounds, 0.2% hits | adenylate kinase release luminescence, 4 h; normalised: neutral wells 0, clomiphene wells 100 | AID 651654;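 active means mean lysis activity across replicates of at least 80%, whatever share of replicates individually reach that level; inactive means mean lysis activity below 80%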
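read-out = cell lysis signal | test system = log-phase Cryptococcus neoformans yeast cells | input = cells at 5 × 10^6 per mL | medium = fresh YPD growth medium | signal = luminescent adenylate kinase detection reagent | timing = 4 h at 37 °C static, read 1 h later | dosing = single dose | controls = Clomiphene as positive lysis control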
ARNT-TACC3 inh: ARNT/TACC3 interaction disruption | inhibition, % at 9.99 µM | AlphaScreen His-ARNT PAS-B/GST-TACC3 binding, luminescence; TACC3 fragment carries E629A point mutation | 390,000 compounds, 0.66% hits | Q9Y6A5;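 active means mean inhibition of replicates at least 50% and at least half of replicates each reaching 50%; inconclusive means half or more replicates reach 50% but mean below 50%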;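 further: 0% = complete ARNT plus TACC3 wells and 100% = ARNT alone without TACC3; many hits fall short of the cut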
ERp5 inh: ERp5 (human) disulfide isomerase inhibition. ERp5 insulin aggregation, absorbance 650 nm, 90 min. Q15084. inhibition, % at 9.99 µM. 350,000 compounds, 0.05% hits;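 active means mean replicate inhibition above about 25%, with every replicate also reaching it, limit read from the data, passing the limit was not always enough; inconclusive means only one of those two criteria met; inactive means neither criterion met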
Target sequence (Q15084 whole entry, looked up): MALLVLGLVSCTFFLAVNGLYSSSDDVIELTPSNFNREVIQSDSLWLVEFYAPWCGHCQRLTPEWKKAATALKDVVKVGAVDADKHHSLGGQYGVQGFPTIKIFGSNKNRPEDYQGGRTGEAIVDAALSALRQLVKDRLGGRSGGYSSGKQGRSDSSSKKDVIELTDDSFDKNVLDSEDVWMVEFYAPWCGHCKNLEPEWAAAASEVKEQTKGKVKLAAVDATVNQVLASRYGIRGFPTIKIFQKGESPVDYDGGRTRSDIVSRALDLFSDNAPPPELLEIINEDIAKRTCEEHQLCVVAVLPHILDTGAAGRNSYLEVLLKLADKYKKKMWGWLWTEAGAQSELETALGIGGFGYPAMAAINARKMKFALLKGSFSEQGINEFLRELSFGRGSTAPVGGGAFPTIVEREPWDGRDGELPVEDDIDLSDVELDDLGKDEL
C2C12 statin: suppressors of simvastatin-induced myotoxicity in C2C12 myotubes; ATP luminescence, 48 h; scaled: DMSO 0, geranylgeraniol control 100; 330,000 compounds, 0.78% hits; AID 602340; rescue of ATP level, % at 7.49 µM;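 active means mean ATP rescue above about 67%, or every replicate alone reaching that limit, limit read from the data, passing the limit was not always enough; inconclusive means no clear call, values can overlap the other calls; inactive means mean under the limit and some replicate under it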;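 further: myotubes were challenged with 10 µM simvastatin during compound exposure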
esBAF inh: inhibitors of esBAF chromatin remodeling in mouse ES cells. 350,000 compounds, 2% hits. reporter increase, % at 12.5 µM. Bmi1-luciferase knock-in reporter, 24 h; 100% = twice the neutral-well signal. AID 602393; in the data active means activation above about 40%; inconclusive means no clear call, values can overlap the other calls;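 further: 0% = median of the plate's neutral control wells and 100% = double that signal; a rise in the Bmi1 reporter signal indicates esBAF inhibition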
miR-122 sensor: blocks miR-122 activity in Huh7 sensor cells. 340,000 compounds, 0.3% hits. activation (reporter increase), % at 12.5 µM. Huh7 miR-122 Renilla luciferase sensor, 48 h; neutral wells = 0, positive control = 100;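 active means mean replicate activation score at least 90 and every replicate individually at or above 90; inconclusive means only one of the two criteria met; inactive means neither criterion met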;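 further: higher luciferase means less miR-122 activity so hits act as miR-122 inhibitors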
Active calls of the source: *; ? = inconclusive; . = no result given; & = joins results of further samples; [ ] = dose if it differs, or a comment.

SMILES	SIRT5 block	Cneo AK release	ARNT-TACC3 inh	ERp5 inh	C2C12 statin	esBAF inh	miR-122 sensor
COc1ccc(NC(=O)CN(C)C(=O)c2cc(C3CC3)nn2-c2ccccc2)cc1	-2	0	3	2	9	-1	.
COc1ccc(CCN2CC(C(=O)NCCc3ccc(F)cc3)CCC2=O)cc1 (stereo not drawn)	1	0	1	-7	-1	0	-2
C/C=C/c1ccc2c(c1)[C@H]1[C@H](CCN1C(=O)Cc1cccnc1)[C@H](CO)N2C	4	3	0	-3	13	-3	-2[16.7 µM]
COc1ccccc1-c1nn(Cc2ccccc2)cc1/C=C/C(=O)O	1	-1	-4	2	-14	2	-4
NC(COCc1ccccc1)c1csc(Nc2ncccn2)n1 (stereo not drawn)	-4	-1	.	1	-3	-10	2
CCOC(=O)c1cnc2cc(F)c(F)cc2c1N1CCOCC1	-3	1	-5	2	-4	-8	-5
COc1ccc(C(=O)N2CCCC(CCC(=O)NCc3ccc(F)c(F)c3)C2)o1 (stereo not drawn)	2	-12	-4	1	3	18	2
C[C@H]1CN([C@@H](C)CO)C(=O)Cc2cc(NC(=O)Cc3ccccc3)ccc2O[C@H]1CN(C)S(=O)(=O)c1ccc(F)cc1	-1	0	2	0	20	5	1[16.7 µM]
C[C@H](CO)N1C[C@H](C)[C@@H](CN(C)Cc2ccc(C(F)(F)F)cc2)Oc2ccc(NC(=O)Cc3cn(C)c4ccccc34)cc2C1=O	3	32	-1	2	34	-1	-8[16.7 µM]
CCOc1ccc(-n2c(SCC(=O)Nc3ccc4c(c3)OCCO4)nc3c(c2=O)SCC3)cc1	.	0	-6	.	.	3	-3
Cc1cccc(-c2noc(CCC(=O)NCCc3ccccc3)n2)c1	-1	-2	-7	-2	15	-8	-1
COc1ccc(S(=O)(=O)N(C)C[C@H]2Oc3ccc(NS(=O)(=O)c4cn(C)cn4)cc3C(=O)N([C@H](C)CO)C[C@@H]2C)cc1	-4	-1	-9	6	-1	3&-11	-1[16.7 µM]
C[C@@H]1CN([C@H](C)CO)C(=O)c2cc(NC(=O)CCC(F)(F)F)ccc2O[C@H]1CN(C)Cc1ccc(-c2ccccc2)cc1	-1	12	5	-3	27	4	-17[16.7 µM]
COc1cccc(-c2nn(-c3ccc(C)cc3)cc2C(=O)N2CCc3cc(OC)c(OC)cc3C2)c1	1	-8	12	-39	-29	.	.
COc1cc(OC)cc(C(=O)OCCCOC(=O)c2cc(OC)cc(OC)c2)c1	0	-7	-11	2	-5	-9	-2
O=C(Nc1ccc2c(c1)[C@@H]1C[C@H](CC(=O)N3CCc4ccccc4C3)O[C@H](CO)[C@@H]1O2)c1ccc2c(c1)OCO2	1	-23	48*	-9	3	26	-3[16.7 µM]
COc1ccc(N2CCN(C(CNC(=O)CC(C)(C)C)c3ccc4c(c3)OCO4)CC2)cc1 (stereo not drawn)	-1	-2	5	-7	13	-3	6
Cc1nn(CC(=O)Nc2ccc(C(=O)N3CCCC3)cc2)c(=O)c2ccccc12	.	-3	-43	.	15	1	14
CC(C)(C)c1cc(C(=O)NCc2ccco2)ccn1	.	0	-4	.	-15	1	-5
COc1cccc(CNC(=O)CCl)c1	-5	4	-5	2	.	.	-6
Cc1ccc2nc(-c3cccc(S(=O)(=O)N4CC(C)OC(C)C4)c3)cn2c1 (stereo not drawn)	2	-4	4	-3	6	16	-12
CC(=O)N1CCCCN2[C@H](CO)[C@H](c3ccc(Br)cc3)[C@H]2C1	0	-1	-7	-3	1	1	5[16.7 µM]
NCCNc1ccc([N+](=O)[O-])c(NC2CC2)c1	0	.	-5	3	.	.	.
CCN(CCNC(=O)CC1Oc2ccccc2NC1=O)c1ccccc1 (stereo not drawn)	.	-1	-5	-9	11	4	5
N#C[C@H]1[C@@H](c2ccc(C3=CCCC3)cc2)[C@@H](CO)N1C(=O)c1cccc(F)c1	1	4	2	-8	-15	2	.

Retrieved by compound from above, four records:
SMILES	SIRT5 block	Cneo AK release	ARNT-TACC3 inh	ERp5 inh	C2C12 statin	esBAF inh	miR-122 sensor
COc1ccc(NC(=O)CN(C)C(=O)c2cc(C3CC3)nn2-c2ccccc2)cc1	-2	0	3	2	9	-1	.
COc1ccc(S(=O)(=O)N(C)C[C@H]2Oc3ccc(NS(=O)(=O)c4cn(C)cn4)cc3C(=O)N([C@H](C)CO)C[C@@H]2C)cc1	-4	-1	-9	6	-1	3&-11	-1[16.7 µM]
CCN(CCNC(=O)CC1Oc2ccccc2NC1=O)c1ccccc1 (stereo not drawn)	.	-1	-5	-9	11	4	5
COc1ccc(N2CCN(C(CNC(=O)CC(C)(C)C)c3ccc4c(c3)OCO4)CC2)cc1 (stereo not drawn)	-1	-2	5	-7	13	-3	6

Next section.
SMILES	SIRT5 block	Cneo AK release	ARNT-TACC3 inh	ERp5 inh	C2C12 statin	esBAF inh	miR-122 sensor
COc1ccc(NC(=S)Nn2cnnc2)cc1OC	1	.	5	-2	.	.	.
CC(NC(=O)CSc1ccc(S(=O)(=O)N2CCOCC2)cn1)c1ccc(Cl)cc1Cl (stereo not drawn)	0	0	-2	-1	12	5	-4
O=C(NC1CCCCC1)C(c1ccco1)N(C(=O)C(F)(F)F)C1CC1 (stereo not drawn)	.	0	-13	.	-3	1	-4
CC(=O)N1CCOc2ccc(S(=O)(=O)NCCc3cccc(C)c3)cc21	-2	0	-2	-5	9	3	116*
CCCN1C[C@@H](C)[C@@H](OC)CN(C)C(=O)c2cc(NC(=O)c3ccccc3F)ccc2OC[C@@H]1C	1	1	-5	3	-37	-4	-9[16.7 µM]
Nc1nc(NCCN2CCOCC2)nc(NCc2ccccc2)c1[N+](=O)[O-]	-4	1	-11	4	6	5	-1
O=C(NCc1ccco1)C1CCCN(c2nnc(-n3cccc3)s2)C1 (stereo not drawn)	-1	0	4	3	2	1	13
CN(C)CCCNC(=O)c1cc(C(=O)Cc2ccccc2)c[nH]1	-5	.	0	4	.	.	.
Cc1nn(C)c(C)c1CCC(=O)N1CCCC(C(=O)c2cccc(OC(C)C)c2)C1 (stereo not drawn)	-2	-2	1	1	9	14	-3
COc1cccc(NC(=S)N2CCCN(Cc3ccc(F)cc3)C2)c1	1	.	.	3	20	-4	-1
CC1CCCCC1NCC(=O)Nc1ccccc1C(=O)Nc1ccccc1 (stereo not drawn)	.	1	-19	-6	-1	3	-3
O=C(C[C@H]1CC[C@H]2[C@@H](COC[C@@H](O)CN2C(=O)c2ccncc2)O1)NCc1cccc(F)c1	0	-1	-8	0	1	-7	0[16.7 µM]
COc1ccc(C2CC3(O)NC(=O)C(C#N)(C3C)C2(C#N)C#N)cc1 (stereo not drawn)	-6	0	.	2	6	-3	0
C[C@@H]1CN([C@@H](C)CO)C(=O)Cc2cc(NS(=O)(=O)c3cn(C)cn3)ccc2O[C@H]1CN(C)Cc1ccncc1	-4	-2	-7	-8	2	1	-5[16.7 µM]
CCOc1ccc2c(c1)c1nnc(SCC(=O)N3CCC(C)CC3)nc1n2C	.	-1	1	.	1	11	-6
Cc1ccc(NC(=O)CS(=O)CC(=O)N(c2ccccc2F)C(C)C(=O)NC2CCCC2)cc1 (stereo not drawn)	0	-1	.	-4	-3	-4	2
CS(=O)(=O)N(CC(=O)N1CCCCC1)c1cccc(F)c1	6	.	-7	?	-6	-8	1
CC12CCC(C(=O)NCc3ccc4c(c3)OCO4)(OC1=O)C2(C)C (stereo not drawn)	.	-1	-3	.	6	-5	-6
N#CC1=C(Nc2ccc(Br)cc2)CCC1	.	-7	36	.	6	3	8
COc1cc(OC)c(C(=O)OCC(=O)N2CCN(S(=O)(=O)c3ccc(C)cc3C)CC2)cc1OC	0	0	.	5	-3	-2	-5
Cc1nn(Cc2cccc(C(=O)Nc3ccn(Cc4c(F)c(F)cc(F)c4F)n3)c2)c(C)c1[N+](=O)[O-]	.	-2	-5	.	.	.	-7
O=C(NCC[C@H]1CC[C@H](NS(=O)(=O)Cc2ccccc2)[C@H](CO)O1)C1CCC1	-2	-21	1	-1	-1	0	6[16.7 µM]
CN=C(Nc1ccc(C(=O)OC)s1)c1ccc(Cl)cc1	0	.	9	6	.	.	.
O=C(Nc1c2c(nn1-c1ccccc1)CS(=O)(=O)C2)c1ccco1	-4	3	-1	8	.	.	-1
CCCn1c(SCC(=O)Nc2cc(Cl)ccc2Cl)n[nH]c1=O	-2	0	-4	-2	10	-4	-8

Individual results from the results shown:
CC12CCC(C(=O)NCc3ccc4c(c3)OCO4)(OC1=O)C2(C)C (stereo not drawn) in miR-122 sensor shows -6
CCCn1c(SCC(=O)Nc2cc(Cl)ccc2Cl)n[nH]c1=O in esBAF inh shows -4

More compounds follow:
SMILES	SIRT5 block	Cneo AK release	ARNT-TACC3 inh	ERp5 inh	C2C12 statin	esBAF inh	miR-122 sensor
CCC(=O)Nc1ccc2c(c1)C(=O)N(C)[C@@H]1CC[C@@H](CC(=O)NCCCN(C)C)O[C@H]1CO2	-1	0	-1	3	15	6	-3[16.7 µM]
Cc1ccc2oc(=O)n(CCCOc3ccccc3C)c2c1	-5	.	-3	2	.	.	.
CC(C)OC(=O)CC(=O)CSc1nc2c(cc1C#N)CCCC2	.	0	-6	.	.	.	0
CC(C)(ONC(=O)Nc1ccccc1Cl)C(=O)O	-2	.	-6	-1	.	.	.
CC(=O)Nc1cccc(C(=O)N(Cc2ccccc2)Cc2ccccc2)c1	4	-1	-3	5	18	-6	7
Cc1ccc(-c2csc3ncn(CC#N)c(=O)c23)cc1C	.	0	-5	0	2	-9	2
O=S(=O)(Nc1cc(F)ccc1F)c1cccc2nonc12	4	5	6	1	3	-7	5
C[C@@H]1CCCCO[C@@H](CN(C)Cc2ccc(Cl)c(Cl)c2)[C@H](C)CN([C@@H](C)CO)C(=O)c2cc(NS(=O)(=O)c3ccc(F)cc3)ccc2O1	0	11	-3	2	.	3	-19[16.7 µM]
COc1ccc(C2=NOC3(CC(=O)N(c4ccc(Cl)cc4)C3=O)C2)c(OC)c1 (stereo not drawn)	10	0	-10	-1	9	-3	-2
CCCNc1nc(N2CCCC2)nc(N2CCCC2)n1	-6	0	-2	-2	-25	-14	-2
Cc1nnc(NC(=O)CCC2CCCCC2)s1	-1	0	.	5	-2	3	.
COCCN(C(=O)C(C)N1C(=O)c2ccccc2C1=O)c1c(N)n(CC(C)C)c(=O)[nH]c1=O (stereo not drawn)	-7	0	-3	1	3	-6	-2
C[C@@H]1CN([C@H](C)CO)C(=O)c2cc(NS(=O)(=O)c3ccc(F)cc3)ccc2O[C@@H]1CN(C)C(=O)Nc1ccccc1	2	1	-2	6	-2	-4	3[16.7 µM]
O=C(Nc1ccccc1C(=O)N1CCOCC1)C1COc2ccccc2O1 (stereo not drawn)	-16	.	-4	-2	4	-2	3
CC(C)N(C)c1ncnc2c1ncn2[C@H]1CN(Cc2ccc(Cl)cc2)C[C@@H](CO)O1	0	1	.	12	5	-4	5
O=C(Nc1ccc(F)cc1)N[C@@H]1CC[C@H](CCNS(=O)(=O)c2ccccc2F)O[C@H]1CO	-7	-1	-9	5	-1	3	.
CCCCC(CC)CNC(=O)CN(C)S(=O)(=O)c1cccc2nsnc12 (stereo not drawn)	.	-1	-3	.	.	12	-10
CCNC(=O)C[C@H]1CC[C@H]2[C@@H](COC[C@H](O)CN2C(=O)C2CCOCC2)O1	-1	0	1	5	18	-4	-9[16.7 µM]
CO[C@H]1CC[C@H]2CCN(C)C(=O)CCCN(C)C(=O)c3cccc(C#N)c3OC[C@H]1O2	-2	2	-4	-3	-6	5	.
Cc1ccc(F)cc1NC(=O)CCNC(=O)c1ccc([N+](=O)[O-])cc1	-4	0	-6	3	18	-2	.
Cc1cc(C(=O)Nc2ccc3c(c2)C(=O)N(C)[C@H]2CC[C@H](CC(=O)N[C@H](C)c4ccccc4)O[C@H]2CO3)no1	-4	5	-16	6	24	5	-42[16.7 µM]
C[C@@H]1CN([C@@H](C)CO)C(=O)c2cc(-c3ccc(F)cc3)cnc2O[C@H]1CN(C)CC1CCOCC1	2	-1	-2	-1	-12	-5	2[16.7 µM]
